Screening results from PubChem.
N370S GC: qHTS Assay for Inhibitors and Activators of N370S glucocerebrosidase as a Potential Chaperone Treatment of Gaucher Disease; Lysosomal acid glucosylceramidase (Homo sapiens), P04062; N370S GC spleen homogenate, 4MU-glucoside fluorescence; Potency, µM (doses to about 59.4 µM), inactives show at the highest dose activity change, negative = inhibition, hits mostly inhibitors; 0.092% of 330,000 active; AID 2101, 2009;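 also: 0% = full enzyme activity and -100% = no enzyme basal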
GCN5L2 inh: qHTS Assay for Inhibitors of GCN5L2; GCN5L2 HAT assay, ThioGlo1 CoA-SH fluorescence; Potency, µM (top dose mostly 58.9 µM), for the others: at the top dose activity change, negative = inhibition, hits mostly inhibitors; 0.21% of 390,000 active; AID 504327, 2011
Target sequence (Q92830 whole entry, looked up): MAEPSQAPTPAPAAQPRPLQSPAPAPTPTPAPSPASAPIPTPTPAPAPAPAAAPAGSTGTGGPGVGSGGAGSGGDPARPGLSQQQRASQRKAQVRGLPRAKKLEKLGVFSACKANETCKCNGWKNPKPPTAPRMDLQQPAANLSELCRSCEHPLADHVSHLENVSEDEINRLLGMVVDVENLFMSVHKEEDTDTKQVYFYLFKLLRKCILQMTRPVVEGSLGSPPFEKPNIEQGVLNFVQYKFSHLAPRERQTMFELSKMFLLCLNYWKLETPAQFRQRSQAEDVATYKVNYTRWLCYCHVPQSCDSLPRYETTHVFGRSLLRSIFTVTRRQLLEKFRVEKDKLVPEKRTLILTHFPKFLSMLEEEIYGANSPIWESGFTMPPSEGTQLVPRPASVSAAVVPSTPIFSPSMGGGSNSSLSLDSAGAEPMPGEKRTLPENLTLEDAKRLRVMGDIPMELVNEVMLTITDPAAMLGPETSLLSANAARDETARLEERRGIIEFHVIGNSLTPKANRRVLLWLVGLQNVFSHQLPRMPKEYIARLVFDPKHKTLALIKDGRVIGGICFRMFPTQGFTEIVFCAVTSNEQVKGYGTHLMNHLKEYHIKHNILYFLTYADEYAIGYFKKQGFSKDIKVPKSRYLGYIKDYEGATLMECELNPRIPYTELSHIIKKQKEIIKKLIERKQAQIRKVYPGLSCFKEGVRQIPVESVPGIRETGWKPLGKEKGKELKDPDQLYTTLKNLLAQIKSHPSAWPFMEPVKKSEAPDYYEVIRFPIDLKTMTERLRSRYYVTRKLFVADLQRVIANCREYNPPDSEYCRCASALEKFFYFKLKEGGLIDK
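qHTS, 1536-well. 20nM enzyme, pH 7.5 HEPES/EDTA/Tween-20 buffer; 15 min compound preinc., RT. Start: 75uM H3(1-25), 70uM AcCoA, 50uM ThioGlo1. Read Ex340/Em540 at t=0 (autofluorescence flag) and t=20 min.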
FEN1 inhibitor: qHTS Assay for the Inhibitors of Human Flap endonuclease 1 (FEN1); Recombinant FEN1 flap cleavage, fluorescence, 15 min; 0.35% of 390,000 active; P39748; Potency, µM (titrated, usually from 114 µM), inactives show at the highest dose activity change, negative = inhibition, hits mostly inhibitors; also: nearly all actives have a fitted effect of over 65% in size
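Recombinant FEN1 (10 nM) was preincubated with pin-transferred compounds for 15 min at room temperature, then flap DNA substrate (50 nM final) was added. Plates were read at 0 and 15 min, and normalized concentration–response data were fitted to a four-parameter Hill equation.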
* marks the source's active call; other numbers are inactive results; ? = inconclusive; . = not tested or not shown; & = joins results of further samples; [ ] = dose if it differs, or a comment. Calls follow the shape of the dose curve; as a rule, active = well fitted curve in the direction sought with a large enough effect; inconclusive = small, poorly fitted or top-dose-only effect, or another doubt; inactive = no such curve, though single readings can be large; an effect the other way counts as inactive or inconclusive. Unless noted, % is scaled to controls: 0 for no effect and ±100 for the full control effect; potency is read from the fitted curve at half-maximal effect.

mol	GCN5L2 inh	N370S GC	FEN1 inhibitor
COc1ccc(N2C(=NC(=O)CCCc3ccccc3)SC3CS(=O)(=O)CC32)cc1 (stereo not drawn)	-0.3%	-0.2%	22.4%
Nn1c(SCC(=O)NCCN2C(=O)CSC2=O)nnc1-c1ccc(OC(F)F)cc1	-10.0%	0.7%	-1.2%
CCC(=O)Nc1ccccc1-c1nc2ccccc2n(C(CC)C(=O)Nc2cccc(Cl)c2)c1=O (stereo not drawn)	-5.3%	.	-2.3%
NNC(=O)c1cc(O)c(O)c(O)c1	-3.4%	4.5%	22.4µM*
O=S(=O)(NC1CC1)c1ccc(Cl)cc1F	-2.0%	-2.9%	8.2%
Cn1c(NC(=O)c2ccc(Cl)s2)cc(=O)n(C)c1=O	-2.6%	2.0%	-3.5%
CC1CCC/C(=C(\C#N)c2nc(-c3cc4ccccc4oc3=O)cs2)C1 (stereo not drawn)	-1.0%	6.2%	2.9%
CCOC(=O)N1CCC(Nc2ncnc3c2cnn3-c2ccc(C)cc2C)CC1	-3.5%	-1.0%	2.8%
COc1cccc(COC(=O)C2CCN(S(=O)(=O)c3ccc(C)cc3)CC2)c1OC	-0.4%	-5.0%	-14.6%
CC(C)(C)c1cnnn1-c1ccc([N+](=O)[O-])cc1	0.7%	2.5%	1.0%
CC(NC(=O)c1ccc(-c2cc(C(F)(F)F)ccc2Cl)o1)c1ccccc1 (stereo not drawn)	-12.0%	7.5%	2.1%
O=C(CCc1nnc(CCCCc2ccccc2)o1)NCc1cccc(F)c1	6.4%	-4.9%	-10.7%
Cc1cc(C(=O)Nc2ccc3ccccc3c2)c(C)o1	-7.5%	-0.8%	-2.8%
O=C(NCCc1cccnc1)C1CCC(=O)N(CCc2cccc(F)c2)C1 (stereo not drawn)	-1.5%	-3.7%	-0.1%
Cc1cccc(C(=O)NCCc2n[nH]c(=S)n2C)c1	-1.0%	11.1%	-3.2%
N#C/C(=C\c1ccccc1)C(=O)N1CCC(C(N)=O)CC1	-7.7%	5.6%	0.3%
CC(CCc1ccc(O)cc1)NC(c1ccccc1)c1ccc(Cl)cc1 (stereo not drawn)	-7.8%	-20.3%	-4.1%
CCCN(CCC)CCCNC(=O)c1cc2c(=O)n(C)c3ccccc3c2s1	-6.1%	.	-15.3%
CC(=O)NCCCc1nc2ccccc2n1Cc1c(F)cccc1Cl	?	17.9%	1.0%
Cc1ccc(NC(=O)Cn2cc(C(=O)C3CCCCC3)c3ccccc32)cc1	-8.5%	.	0.4%
COc1ccc(C(=O)C2CCCN(S(=O)(=O)c3ccccc3F)C2)c(C)c1 (stereo not drawn)	-9.3%	-4.2%	-2.4%
Cc1ccc(C(=O)Oc2ccc(/C=C3\C(=N)N4N=C(N5CCOCC5)SC4=NC3=O)cc2)cc1	?	-8.4%	-3.7%
Cc1cccc(N2C(=O)CS(=O)(=O)C23C(=O)N(C)c2ccccc23)c1 (stereo not drawn)	4.9%	.	17.6%
O=C(Nc1sc2c(c1C(=O)NCc1ccccc1)CCCC2)c1cc(=O)c2ccccc2o1	-5.2%	.	-17.7%
COc1ccc(CCNC(=O)CNS(=O)(=O)c2ccc(F)c(Cl)c2)cc1OC	-10.4%	-12.6%	21.5%
O=C(Nc1ccc(Cl)c(-c2nc3ccccc3[nH]2)c1)c1ccc2c(c1)OCO2	-8.5%	-1.6%	0.6%
c1ccc2c(c1)ccc1nnc(SCc3ccc4c(c3)OCCO4)n12	-15.5%	1.1%	7.2%
COc1ccc(-n2c(=O)cnc3cnc(N4CCOCC4)nc32)cc1	-10.5%	4.8%	.
CCC(=O)NC(c1cccc([N+](=O)[O-])c1)c1c(OC(C)=O)ccc2ccccc12 (stereo not drawn)	-8.4%	-9.8%	10.2%
CCOC(=O)CNC(=O)N1CCCC(CCC(=O)NCc2ccc(F)c(F)c2)C1 (stereo not drawn)	3.0%	25.5%	-7.0%
Cc1nn(Cc2ccc(Cl)cc2)c(Cl)c1/C=N/NC(=O)c1cccnc1	-6.0%	-7.4%	-12.3%
O=C(Nc1ccc(NC(=O)c2cccs2)cc1)c1ccco1	-7.5%	19.7%	-6.3%
CCOC(=O)CC1(CC(=O)OCC)NC(=O)c2c(C)sc(C(=O)OCC)c2N1	-1.9%	-11.0%	-15.3%
Cc1cc(C)cc(-n2cc[nH]c2=S)c1	1.9%	-0.2%	-1.1%
O=C(COC(=O)CCc1nc2ccccc2c(=O)[nH]1)Nc1ccc(N2CCOCC2)cc1	-1.2%	-16.2%	-2.9%
COc1cccc(CNC(=O)COC(=O)CN2C(=O)NC3(CCCCC3C)C2=O)c1 (stereo not drawn)	-3.3%	.	5.9%
Cc1ccc(/C=N/N=C2/NC(=O)C(CC(=O)Nc3ccccc3)S2)o1 (stereo not drawn)	-7.0%	-28.9%	16.6%
CCCCNC(=O)c1nn2cc(Br)cnc2c1Br	-5.6%	-4.4%	0.6%
Cc1nn(-c2ccccc2)c(C)c1/C=N/N1CCN(c2ccccc2)CC1	-4.9%	-7.3%	-16.3%
COc1ccc(-c2nc(N)ncc2-c2ccccc2)c(O)c1	-10.7%	-16.0%	-20.8%
CCN(C(=S)NC(=O)C1CCCC1)C1CCCCC1	14.9%	2.1%	3.7%
N#C/C(=C\c1ccc(F)cc1)c1nc(-c2ccco2)cs1	-11.0%	-17.0%	-2.8%
COCCN(CCNC(=O)c1ccc(NC2=NC3CS(=O)(=O)CC3S2)cc1)Cc1ccco1 (stereo not drawn)	2.6%	0.2%	-15.0%
Cn1nc(-c2ccc(OCC(N)=O)cc2)c2ccccc2c1=O	-2.0%	3.0%	-16.3%
CCCCN1CCCc2cc(CN(CCCN3CCOCC3)C(=O)Nc3ccc(OCC)cc3)ccc21	-2.5%	.	?
CC[C@]12c3[nH]c4ccc(Cl)cc4c3CCN1C(=O)[C@@H](CC(=O)NC(C)(C)C)C[C@@H]2C(=O)N1CCN(C(=O)c2ccco2)CC1	-0.4%	.	-14.4%
COc1ccc(CNC(=O)C2CCN(S(=O)(=O)c3ccc(C)cc3)CC2)cc1	0.1%	.	-1.6%
CCc1nn(CC(=O)Nc2cc(C)cc(C)c2)c(=O)c2cc3sccc3n12	-5.5%	.	1.9%
O=C(CC1C(=O)NCCN1Cc1ccccc1F)NC1CCCCCC1 (stereo not drawn)	-2.0%	-7.9%	.
Cc1ccc2oc(C(=O)Nc3ccc(S(=O)(=O)Nc4onc(C)c4C)cc3)c(C)c2c1	-1.8%	-7.4%	1.0%
CCOC(=O)N1CCN(C(=O)CN2C(=O)NC(c3ccccc3)(c3ccccc3)C2=O)CC1	-3.4%	-10.5%	7.5%
Cc1c(-c2ccccc2)sc(N)c1C(=O)N1CCOCC1	-1.1%	5.9%	-4.6%
O=C(O)c1ccc2c(c1)N(Cc1ccc(F)cc1)C(=O)c1ccccc1S2	-5.8%	7.0%	15.3%
COC(=O)CN(n1cnnc1)S(=O)(=O)c1ccccc1	-6.0%	9.4%[2.35 µM]	11.2%
COc1cccc(-c2cc(C(F)(F)F)nc(NCCc3ccc(OC)c(OC)c3)n2)c1	-10.5%	.	-21.1%
CCOC(=O)N1CCN(C(=S)NC(=O)c2ccnn2C)CC1	0.9%	-14.0%	-4.5%
COc1ccc(C(=O)/C=C/N(C)C)cc1	-15.0%	9.1%	-8.0%
CCCCCN(C(=O)CCCSc1nncs1)c1c(N)n(CCCC)c(=O)[nH]c1=O	2.4%	0.5%	-1.8%
O=C(O)CNS(=O)(=O)c1ccc2c(c1)C(=O)c1cc(S(=O)(=O)NCC(=O)O)ccc1-2	1.9%	-8.6%	-12.4%
COc1ccc(-c2coc3c(C)c4oc(=O)c(CCC(=O)O)c(C)c4cc23)cc1	?	4.8%	-32.1%

As entered above.
CCN(C(=S)NC(=O)C1CCCC1)C1CCCCC1 – GCN5L2 inh = 14.9%
Cc1ccc(C(=O)Oc2ccc(/C=C3\C(=N)N4N=C(N5CCOCC5)SC4=NC3=O)cc2)cc1 – FEN1 inhibitor = -3.7%

2 compounds from above with just GCN5L2 inh and N370S GC.
structure | GCN5L2 inh | N370S GC
Cc1ccc2oc(C(=O)Nc3ccc(S(=O)(=O)Nc4onc(C)c4C)cc3)c(C)c2c1 | -1.8% | -7.4%
Cc1nn(Cc2ccc(Cl)cc2)c(Cl)c1/C=N/NC(=O)c1cccnc1 | -6.0% | -7.4%

The list continues:
mol	GCN5L2 inh	N370S GC	FEN1 inhibitor
COC(=O)c1ccc(-c2c(-c3ccccc3)ncc3cc(F)ccc23)cc1	-18.4%	.	-4.8%
Cc1ccc(-c2onc(C)c2C)cc1S(=O)(=O)N1CC(C)Oc2ccccc21 (stereo not drawn)	-5.6%	-1.3%	-13.2%
Cc1ccc(NC(=O)O/N=C/c2ccc(N(C)C)cc2)cc1	-14.3%	-2.1%	-11.9%
O=C(CCSc1nnc(-c2ccncc2)o1)Nc1ccccc1	-16.7%	25.8%	-9.6%
COc1ccc(N(C)S(=O)(=O)c2ccc3c(c2)CCN3C(=O)CCC(=O)O)cc1	-1.7%	.	2.2%
Oc1ccccc1Nc1nc2ccccc2n2nnnc12	1.8%	.	10.4%
COc1cc(C(c2sc3nc(C)nn3c2O)N2CCc3ccccc3C2)cc(OC)c1OC (stereo not drawn)	-9.8%	2.9%	18.6%
O=C(c1c(F)c(F)c(F)c(F)c1F)N(Cc1ccccc1)Cc1ccccc1	-2.8%	10.2%	0.3%
COc1ccc(-c2csc3ncnc(NCCCO)c23)cc1	-4.9%	6.4%	13.7%
CC1(C)OC(c2ccccc2)=C/C(=C/C=Nc2ccccc2)O1	-4.8%	9.5%	-1.3%
Cc1ccc(S(=O)(=O)c2c(C)nn(C(C)(C)C)c2OC(=O)c2ccco2)cc1	-10.6%	16.7%	-16.8%
COC(=O)c1ccc(CSc2nc3c([nH]c4ccccc43)c(=O)n2-c2ccc(Cl)cc2)o1	-10.2%	.	11.0%
CCOC(=O)c1cccc(-n2nnc3c(sc4nc(C)c(Br)c(C)c43)c2=O)c1	4.9%	.	2.2%
COc1ccc(NC(=O)c2cc(S(=O)(=O)N3CCCC3)ccc2OC)cc1	-3.1%&1.6%	1.3%	-6.3%&0.5%
CCOc1ccc(Br)cc1S(=O)(=O)N1CCC(C(N)=O)CC1	-13.0%	1.1%	-0.3%
COc1cc2ccccc2cc1C(=O)N(CCN(C)C)c1nc2c(F)cc(F)cc2s1	-6.8%	-26.8%	-13.6%
COc1ccc(C(NC(=O)c2ccc(=O)[nH]c2)C(=O)Nc2ccc(C(C)C)cc2)cc1 (stereo not drawn)	-9.9%	1.9%	-12.1%
Cc1ccc(NCc2cccn2-c2nnc(N3CCCCCC3)s2)cc1	-1.6%	.	-18.7%
Cc1ccc2nc(SCC(=O)N3CCOCC3)[nH]c2c1	-1.9%	0.1%	-12.2%
CCCCCC(=O)Nc1cccc(C2=NOC3(C2)C[C@H](C(N)=O)N(C(=O)CC)C3)c1 (stereo partly drawn)	-0.5%	-4.1%	16.0%
COCCCNC(=O)C(=O)NCC(c1ccc2c(c1)OCO2)N1CCOCC1 (stereo not drawn)	0.4%	.	-5.7%
CCC(C)(C)NC(=O)C(c1cccc(OC)c1OC)N(CCC(C)C)C(=O)CCC(=O)Nc1cc(C)on1 (stereo not drawn)	-2.1%	-13.5%	-17.3%
CC(C)Cc1nnc(NC(=O)CCC(=O)N2CCN(Cc3ccccc3)CC2)s1	2.0%	-5.4%	1.3%
O=C(NCO)c1cccnc1	-17.4%	4.8%	1.2%
Cc1cc(C)c(Cn2c3ccccc3c3cnn(CC(=O)NC4CCCCCC4)c(=O)c32)c(C)c1	0.1%	.	-9.6%
COCCNC(=O)c1cccc(Nc2nc(-c3ccccc3)c3cc(Cl)ccc3n2)c1	-6.5%	-3.9%	-33.8%
CCN(CC)S(=O)(=O)c1ccc(N/N=C(\C)c2ccc3c(c2)OCO3)c([N+](=O)[O-])c1	2.0%	-1.2%	-0.4%
COC(=O)c1cc(NC(=O)CCc2c(C)nc3cc(-c4ccccc4)nn3c2C)cc(C(=O)OC)c1	0.2%	.	-10.7%
Nc1nc(CN2CCN(C(c3ccccc3)c3ccccc3)CC2)nc(Nc2ccccc2)n1	-14.0%	-28.7%	-8.6%

In the list so far, these have a cyano group:
mol	GCN5L2 inh	N370S GC	FEN1 inhibitor
CC1CCC/C(=C(\C#N)c2nc(-c3cc4ccccc4oc3=O)cs2)C1 (stereo not drawn)	-1.0%	6.2%	2.9%
N#C/C(=C\c1ccccc1)C(=O)N1CCC(C(N)=O)CC1	-7.7%	5.6%	0.3%
N#C/C(=C\c1ccc(F)cc1)c1nc(-c2ccco2)cs1	-11.0%	-17.0%	-2.8%

Not all compounds are listed; the hit share may differ from the screen's.
